Tb MetRS inh: Trypanosoma brucei MetRS inhibition; purified T. brucei MetRS, ATP depletion, Kinase-Glo luminescence; inhibition, % at 11.9 µM; 360,000 compounds, 0.4% hits; AID 624268;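 active = inhibition above a per-plate cutoff of the control wells' mean inhibition plus 3 SD, cut at about 5.5% in these data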;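 also: 0% = DMSO wells median and 100% = median of wells with control inhibitor compound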
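assay system = parasite MetRS enzyme | timing = 15 min preincubation, 2 h reaction, all 25 °C | evaluation = percent inhibition relative to median high and low control wells | medium = HEPES buffer containing pyrophosphatase, BSA, spermine, DTT | compound = single dose, 11.9 µM final nominal, 0.9% final DMSO | detection = Kinase-Glo luminescence, ATP depletion format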
STEP block: STEP (human) phosphatase inhibition. recombinant STEP, OMFP fluorogenic substrate, fluorescence. inhibition, % at 20 µM. 360,000 compounds, 0.25% hits;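 active = inhibition at 20 µM, scaled per plate between control wells, above about 37%, limit read from the data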;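 also: 0% = DMSO with enzyme and substrate and 100% = substrate only without enzyme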
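System: STEP phosphatase, cell-free reaction; Buffer or medium: Bis-Tris pH 6.0 buffer with DTT, detergent; Incubation: 20 min at room temperature, dark; Measured by: fluorescence, 480/540 nm.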
SKN-1 block: C. elegans SKN-1 inhibition | C. elegans VP596 Pgst-4::GFP/RFP ratio, acrylamide-induced, 24 h | inhibition, % at 21.8 µM | 360,000 compounds, 0.49% hits | AID 624304;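 active = interference check ratio from 0.5 to 1.5 plus GFP to RFP signal ratio inhibition reaching or exceeding a fixed threshold, cut at about 30% in these data, passing the limit was not always enough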; also: some compounds called inactive have numbers as strong as hits
LMPTP block: LMPTP (human) inhibition; P24666; recombinant LMPTP-A, OMFP fluorogenic substrate, fluorescence intensity; inhibition, % at 20 µM; 360,000 compounds, 0.22% hits; AID 651560;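 active = compounds that cut the enzyme signal by at least half of the control window in the single-dose screen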;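 also: plate controls were DMSO wells with enzyme plus substrate for no effect and substrate without enzyme for full effect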
Target sequence (P24666 whole entry, looked up): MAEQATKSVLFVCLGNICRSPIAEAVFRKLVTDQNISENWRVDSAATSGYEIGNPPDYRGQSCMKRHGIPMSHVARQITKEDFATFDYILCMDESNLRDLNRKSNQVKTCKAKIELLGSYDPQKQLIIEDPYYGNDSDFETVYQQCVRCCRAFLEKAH
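Test system: LMPTP-A phosphatase enzyme; input: 0.625 nM LMPTP-A final; reagent: OMFP substrate, 400 µM final; compound dosing: 20 µM single dose, 3% DMSO; incubation: 50 min dark incubation at room temperature; measured by: endpoint fluorescence intensity from OMFP dephosphorylation; measure: % inhibition relative to no-enzyme and uninhibited control wells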
DNMT1 block: blocks human DNA methyltransferase DNMT1 | P26358 | DNMT1 molecular beacon, Hinp1I cleavage, fluorescence | inhibition (reported as % activation of signal), % at 10 µM | 360,000 compounds, 0.83% hits; in the data active = inhibition above about 50%
CendR NRP1 mod: alters CendR peptide binding to human NRP-1; FAM-RPARPAR peptide binding to NRP-1, fluorescence polarization; inhibition, % at 25 µM; 360,000 compounds, 0.85% hits;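 active = inhibition or corrected inhibition above about 18%, plus a signal ratio from 0.5 to 1.5, limit read from the data, passing the limit was not always enough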; also: strong numbers were not always called active
NadD inh: blocks S. aureus nicotinate mononucleotide adenylyltransferase; purified NadD enzyme, colorimetric absorbance read-out; 360,000 compounds, 0.78% hits; AID 602399; inhibition, % at 20 µM; in the data active = inhibition above about 26%; also: some compounds past the cut are filed as inactive
SUMO1-SIM PPI: alters human SUMO1 binding to SIM partners. P63165. SUMO1 binding to a labelled peptide, TR-FRET, 1 h. inhibition, % at 20 µM. 360,000 compounds, 0.33% hits; in the data active = inhibition above about 37%
Target sequence (P63165 whole entry, looked up): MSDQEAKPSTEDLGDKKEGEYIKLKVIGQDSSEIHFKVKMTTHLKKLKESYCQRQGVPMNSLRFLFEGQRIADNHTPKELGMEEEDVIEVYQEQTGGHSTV
Neddylation inh: cullin neddylation inhibition; 360,000 compounds, 0.58% hits; calls only at 25 µM; TR-FRET cullin neddylation, biochemical; in the data active = inhibition above about 36%
Scp-1 inhibitor: Scp-1 (human) phosphatase inhibition. Q9GZU7. Recombinant Scp1, phosphopeptide, malachite green phosphate absorbance. inhibition, % at 20 µM. 340,000 compounds, 0.88% hits. AID 493091;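 active = inhibition above about 50% at 20 µM, limit read from the data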;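 also: plate controls were DMSO wells with enzyme for no effect and wells lacking enzyme for full effect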
Target sequence (Q9GZU7 76-261 limits assumed): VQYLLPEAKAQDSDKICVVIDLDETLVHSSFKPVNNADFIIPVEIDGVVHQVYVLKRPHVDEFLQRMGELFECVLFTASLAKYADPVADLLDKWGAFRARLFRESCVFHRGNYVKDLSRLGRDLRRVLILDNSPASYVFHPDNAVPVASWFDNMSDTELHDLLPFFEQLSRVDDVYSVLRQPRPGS
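System: truncated SCP-1 phosphatase (76-261aa); medium: Tris acetate buffer pH 5.5 with MgCl2 and Tween-20; incubation: 45 min room-temperature reaction, 5 min colour, 30 min stabiliser; compound: single 20 µM dose, 1% DMSO; reagent: Phosphorylated 17-residue peptide substrate; read-out: % inhibition at 20 µM; technique: colorimetric free-phosphate detection, absorbance 630 nm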
Active calls of the source: *; i = inactive; · = not tested or not shown.

Tb MetRS inh	STEP block	SKN-1 block	LMPTP block	DNMT1 block	CendR NRP1 mod	NadD inh	SUMO1-SIM PPI	Neddylation inh	Scp-1 inhibitor	smiles
-1.7	-0.2	4.0	-0.9	3.7	-4.0	-4.2	0.0	i	6.5	CC[C@]1(C(=O)OC)[C@H]2C(=O)N(Cc3ccccc3)C(=O)[C@H]2[C@H]2CN=C(SCc3ccc(C)cc3)N21
-0.2	-4.1	17.5	-1.2	-11.1	-0.7	3.9	-5.2	i	-3.1	CCCOc1cccc(-c2cc(C(=O)NN)c3ccccc3n2)c1
-0.1	2.4	-9.4	-0.1	0.8	-4.5	-5.3	0.5	i	3.5	COc1ccc(NC(=O)Cn2nnc(C(=O)NCc3cccs3)c2N)c(OC)c1
-0.3	0.9	-0.4	0.3	-2.8	-17.4	-4.1	-7.1	i	-14.0	O=C(O)c1cc(N/N=C/C=C/c2ccccc2[N+](=O)[O-])ccc1Cl
-1.6	0.3	1.5	-2.3	60.4*	-9.7	3.7	-1.1	i	14.5	Cc1cnn(-c2cc(N/N=C/c3ccc(F)cc3)ncn2)c1
-0.2	-1.7	13.1	2.1	-7.3	-2.6	-4.4	-15.6	i	-11.2	COc1ccccc1NC(=S)NC(=O)/C=C/c1cccs1
-0.2	-1.0	-2.8	-0.3	-2.2	-0.9	-6.8	-20.5	i	-9.6	CCOCCCNC(=O)CN1C(=O)/C(=C/c2ccccc2)Sc2ccccc21
-0.4	-1.2	-0.1	0.6	8.3	-2.6	-1.5	0.2	i	-4.8	CN(c1ccccc1)S(=O)(=O)c1cccc(C(=O)OCC(=O)NCc2ccc3c(c2)OCO3)c1
0.2	1.1	11.5	-1.7	1.3	16.9	-0.9	4.3	i	-8.0	Cc1ccc(CN2CC(C(=O)N(C)CC(=O)Nc3cccc(F)c3)CC2=O)cc1 (stereo not drawn)
-0.1	-0.6	7.7	-1.8	2.1	4.0	7.4	-0.2	i	-0.1	O=C(Cc1ccc(NC(=O)C2CCN(C(=O)C3CCC3)CC2)cc1)Nc1ccc(C(=O)N2CCOCC2)cc1
-0.3	3.3	3.7	0.4	-3.1	5.3	-1.5	0.1	i	-11.8	CCCC(=O)Nc1ccc(C(=O)NCCc2ccc(F)cc2)cc1
-0.1	·	-15.6	0.1	·	4.2	·	-2.3	·	·	CCC(C(=O)NCc1ccccc1)n1c(-c2cccs2)nc2ccccc21 (stereo not drawn)
0.1	-0.6	-7.2	-2.1	-0.7	1.1	3.0	-0.5	i	-6.9	CN(CC(=O)N1CCN(c2ccc(F)cc2)CC1)S(=O)(=O)c1ccc(F)cc1
0.9	1.6	39.6*	1.7	-4.2	-36.8	9.3	-36.6	i	-10.7	COc1ccc2nc(SCC(=O)Nc3ccc(S(=O)(=O)N4CCCC4)cc3)c(C#N)cc2c1
-0.1	1.5	-3.5	1.1	-7.4	3.9	0.2	-2.5	i	-6.2	CC(=O)c1ccc(S(=O)(=O)N2CCC(NC(=O)c3ccccc3)CC2)cc1
-0.2	4.5	20.7	24.1	95.0*	-58.0	70.1*	22.4	i	·	COc1ccc(Oc2c(OC)cc(NCc3ccc(CN)cc3)c3ncccc23)cc1
-0.1	0.6	9.7	0.3	5.4	9.0	-7.3	3.3	i	·	O=C(COC(=O)Cc1c(Cl)cccc1Cl)NCc1ccccc1
-0.6	0.8	8.1	0.1	1.1	0.7	-7.1	2.3	·	-4.5	COC(=O)c1ccccc1NCCO
-0.5	1.1	8.9	-1.8	0.8	-3.0	-4.0	-14.0	i	-2.2	COc1ccc(C2=NN3C(=O)c4c(ccc(OC)c4OC)C3C2)cc1 (stereo not drawn)
-0.2	-1.4	-12.6	3.1	-16.4	2.3	-7.0	6.1	i	2.9	CCCCOc1ccc(Cl)cc1Nc1nc(NCCO)nc(N2CCCC2)n1
-0.3	-0.7	-5.0	-1.0	21.6	-5.6	0.6	-0.1	i	-1.7	CCSc1nnc(NC(=O)c2cc(-c3ccccc3O)n[nH]2)s1
0.1	1.5	-0.3	-0.1	19.0	-5.0	-2.0	-2.5	i	-5.7	C/C(CC(=O)Nc1c(C)cc(C)cc1C)=N\NC(=O)OC(C)(C)C
0.4	1.6	-1.8	0.8	-0.7	-5.9	-1.6	-1.0	i	-3.0	COc1cc2cc(CCOC(=O)c3ccco3)oc(=O)c2cc1OC
-0.8	-1.5	-0.2	2.0	1.9	1.8	-0.5	5.2	·	-4.4	C/C(=N\NC(=O)c1nnn(-c2nonc2N)c1-c1ccccc1)c1ccccc1O
-0.1	-0.6	-1.7	-0.1	-0.6	5.2	19.9	-5.4	i	-6.8	Cc1ccc(OCC(=O)N/N=C/c2cc([N+](=O)[O-])ccc2N2CCCCC2)cc1

New compounds follow.
Tb MetRS inh	STEP block	SKN-1 block	LMPTP block	DNMT1 block	CendR NRP1 mod	NadD inh	SUMO1-SIM PPI	Neddylation inh	Scp-1 inhibitor	smiles
-0.1	3.9	6.4	2.6	5.7	7.2	-7.0	0.6	i	·	CC1(Cc2ccc(OC(F)(F)F)cc2)C(=O)Nc2c(Cl)ccc(Cl)c21 (stereo not drawn)
0.7	0.7	2.9	-0.5	0.9	2.5	2.7	-4.4	i	-2.5	COc1cccc(NC(=O)Nc2cc(C(=O)O)ccc2C)c1
-1.8	-0.6	-2.0	1.5	2.8	8.0	-3.3	-2.5	i	0.3	CCC(C)(C)NC(=O)C(C)OC(=O)c1nsc(Cl)c1Cl (stereo not drawn)
0.2	-2.0	0.3	-2.7	1.4	-14.5	-4.2	-5.0	i	-7.3	Cc1nc(CS(=O)(=O)c2ccccn2)sc1C(=O)NNC(=O)c1ccccc1
-1.0	1.5	10.8	-0.4	0.4	0.7	-6.1	2.7	i	-5.9	CCOc1ccccc1Cn1c(=O)oc2ccc(C)cc21
-1.0	1.5	0.1	1.6	-16.4	-1.9	3.0	-0.7	i	3.8	CN(C)c1ccc(C(CNC(=O)c2ccccc2)c2c[nH]c3ccccc23)cc1 (stereo not drawn)
-0.5	-3.4	-0.6	0.3	-0.7	-5.3	0.5	1.2	i	-0.4	COc1ccc(-c2nnc(SCC(=O)NC(C)c3ccccc3)o2)cc1 (stereo not drawn)
-0.2	-0.3	-7.5	-2.1	3.0	-0.9	-7.7	-7.9	i	-6.9	CC1(C)CC(=O)C(Sc2ccc(Br)cc2)=C(O)C1
0.2	-2.1	0.1	-1.3	0.6	11.7	-5.1	0.0	i	-5.2	CCc1ccc(NC(=O)CSc2nnc(CNC(=O)c3cccs3)o2)cc1
-0.5	-2.3	20.4	0.9	8.1	1.1	0.9	-8.1	i	-3.1	O=[N+]([O-])c1cccc(-c2noc(-c3cccs3)n2)c1
-0.6	1.0	-13.5	0.4	5.6	1.6	-2.3	3.2	i	-4.6	Cc1nnc(SCC(=O)NNC(=O)c2ccccc2)n1-c1ccccc1
-1.1	0.0	-7.8	-0.4	39.6	-2.8	6.4	-0.3	i	28.0	O=C1CC(=O)CC(c2ccco2)C1
0.5	-1.4	5.1	1.2	-0.2	5.6	-1.0	-1.7	i	5.4	CCSc1ccc([C@@H]2[C@@H]3C(=O)N(C)C(=O)[C@@H]3[C@]3(C(=O)OC)CCCCN23)cc1
-0.8	-1.0	15.9	-1.6	-4.6	7.5	0.3	4.5	i	-9.5	CC1CCC(C(=O)NC(C(=O)N2CCc3ccccc3C2)C(C)C)CC1 (stereo not drawn)
-0.8	-0.2	11.3	-2.4	-3.7	-13.6	-5.2	2.1	i	-6.0	CC(NC(=O)CCCc1ccccc1)c1ccncc1 (stereo not drawn)
-0.2	-0.1	-0.4	-1.4	0.3	-10.7	5.7	7.8	i	-4.9	Cc1ccc(NC(=O)CSc2ncc(S(=O)(=O)c3ccccc3)c(=O)[nH]2)cc1C
0.0	-0.5	8.9	0.8	4.4	20.1	4.9	-2.8	i	-5.6	COC(=O)[C@@]1(Cc2ccc(OC)cc2)[C@H]2c3cc(C(=O)N(C)C)[nH]c3C[C@H]2CN1C(=O)c1ccccc1
-0.4	-2.0	0.9	1.2	1.0	14.7	0.9	0.9	i	-4.8	CCOc1ccc(N(CC(=O)NC2CCCCCC2)S(=O)(=O)c2ccccc2)cc1
-0.3	-1.2	-11.2	-1.0	1.8	14.0	-2.2	-3.8	i	-5.0	C=CCNc1oc(-c2cccc(Cl)c2)nc1C#N
-0.8	-8.4	-11.2	1.3	-5.9	12.5	6.4	4.8	i	8.7	CCc1nc2ccccc2c(C(=O)OCC(=O)Nc2ccc(S(=O)(=O)N3CCOCC3)cc2)c1C
0.0	-0.2	5.1	0.5	1.0	-9.6	-3.2	-8.3	i	15.5	COc1cccc(/C=C(/C#N)c2ccc(F)cc2)c1OCc1cccc(C(=O)O)c1

Quoted at random: four compounds from above
Tb MetRS inh	STEP block	SKN-1 block	LMPTP block	DNMT1 block	CendR NRP1 mod	NadD inh	SUMO1-SIM PPI	Neddylation inh	Scp-1 inhibitor	smiles
0.5	-1.4	5.1	1.2	-0.2	5.6	-1.0	-1.7	i	5.4	CCSc1ccc([C@@H]2[C@@H]3C(=O)N(C)C(=O)[C@@H]3[C@]3(C(=O)OC)CCCCN23)cc1
-1.6	0.3	1.5	-2.3	60.4*	-9.7	3.7	-1.1	i	14.5	Cc1cnn(-c2cc(N/N=C/c3ccc(F)cc3)ncn2)c1
-0.2	-1.4	-12.6	3.1	-16.4	2.3	-7.0	6.1	i	2.9	CCCCOc1ccc(Cl)cc1Nc1nc(NCCO)nc(N2CCCC2)n1
0.9	1.6	39.6*	1.7	-4.2	-36.8	9.3	-36.6	i	-10.7	COc1ccc2nc(SCC(=O)Nc3ccc(S(=O)(=O)N4CCCC4)cc3)c(C#N)cc2c1

Bioassay records as filed in PubChem BioAssay.

Not a hit list, and some 4.6% of all compounds hit somewhere here.
